# Screens from PubChem BioAssay.
# PAFAH1B2 FP inh – inhibitors of human PAFAH1B2 | recombinant PAFAH1B2, FP-rhodamine activity probe, fluorescence polarization | inhibition, % at 3.39 µM | P68402 | 340,000 compounds, 1.2% hits;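 active = inhibition above the mean of all tested compounds plus 3 SD, cut at about 24% in these data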;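 also: 0% = enzyme with DMSO and 100% = wells lacking PAFAH1B2; many of its hits are not listed in these tables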
# Target sequence (P68402 whole entry, looked up): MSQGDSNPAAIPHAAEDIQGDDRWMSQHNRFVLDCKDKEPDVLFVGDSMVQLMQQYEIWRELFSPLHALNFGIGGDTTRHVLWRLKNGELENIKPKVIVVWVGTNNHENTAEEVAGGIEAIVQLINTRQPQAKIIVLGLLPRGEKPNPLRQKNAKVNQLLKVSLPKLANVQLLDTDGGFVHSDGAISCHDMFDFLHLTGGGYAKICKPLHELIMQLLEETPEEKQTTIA
# AHR act – activators of human aryl hydrocarbon receptor; 320,000 compounds, 2.5% hits; AHR-responsive luciferase reporter cells, luminescence; activation, % at 5 µM; P35869; in the data active = activation above about 47%;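 also: 0% = vehicle wells and 100% = reference agonist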
# GLD-1 TGE inh – GLD-1-TGE RNA interaction inhibition (C. elegans). Q17339. purified GLD-1 + fluorescein TGE RNA, fluorescence polarization. inhibition, % at 5.96 µM. 320,000 compounds, 0.44% hits;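 active = percent inhibition above a per-plate cutoff, the plate mean of test compounds plus 3 SD, cut at about 30% in these data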;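 also: 0% = DMSO wells with GLD-1 and probe and 100% = wells lacking GLD-1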
# Target sequence (Q17339 whole entry, looked up): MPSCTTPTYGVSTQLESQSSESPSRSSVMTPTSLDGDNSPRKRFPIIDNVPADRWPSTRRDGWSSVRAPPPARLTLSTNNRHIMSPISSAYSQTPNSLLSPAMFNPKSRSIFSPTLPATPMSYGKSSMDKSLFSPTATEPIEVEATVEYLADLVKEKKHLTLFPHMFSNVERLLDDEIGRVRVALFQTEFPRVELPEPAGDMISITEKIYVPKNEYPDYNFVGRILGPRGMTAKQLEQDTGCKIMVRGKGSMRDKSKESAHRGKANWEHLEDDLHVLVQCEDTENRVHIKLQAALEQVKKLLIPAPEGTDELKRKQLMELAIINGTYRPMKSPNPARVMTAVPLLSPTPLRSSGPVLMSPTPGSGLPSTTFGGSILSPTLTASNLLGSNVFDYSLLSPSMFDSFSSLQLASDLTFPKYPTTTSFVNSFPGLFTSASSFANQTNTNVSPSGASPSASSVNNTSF
# MEX-5 binding – C. elegans MEX-5 TCR-2 RNA binding activity; Q9XUB2; MEX-5/FITC-TCR2 RNA binding, fluorescence polarization; hits give low values; activity score (negative = inhibition of binding), % at 10 µM; 300,000 compounds, 0.38% hits; AID 1832;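 active = inhibition past about -25% in most replicates, and total fluorescence under double the plate's negative control median, limit read from the data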;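 also: 0% = DMSO and -100% = 5 µM competing unlabeled TCR2 RNA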
# MCL1 BIM primary – inhibitors of human MCL1 binding to BIM-BH3 peptide | Q07820 | GST-MCL1 / FITC-Bim-BH3 fluorescence polarization | inhibition, % at 10.9 µM | 320,000 compounds, 0.68% hits;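 active = inhibition above the mean inhibition of all tested compounds plus 3 SD, set per campaign, cut at about 40% in these data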;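 also: 0% = DMSO wells and 100% = unlabeled Bim-BH3 peptide control; higher means more loss of mP so more displacement of Bim peptide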
# Target sequence (Q07820 whole entry, looked up): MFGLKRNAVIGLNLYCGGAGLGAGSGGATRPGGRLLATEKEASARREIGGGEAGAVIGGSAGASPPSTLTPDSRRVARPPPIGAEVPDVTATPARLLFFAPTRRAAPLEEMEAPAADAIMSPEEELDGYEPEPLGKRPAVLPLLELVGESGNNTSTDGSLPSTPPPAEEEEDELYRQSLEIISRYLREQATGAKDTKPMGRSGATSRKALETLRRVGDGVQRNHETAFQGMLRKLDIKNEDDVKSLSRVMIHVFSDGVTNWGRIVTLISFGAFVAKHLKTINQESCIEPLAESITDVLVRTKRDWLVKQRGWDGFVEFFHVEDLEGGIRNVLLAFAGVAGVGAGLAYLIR
# PME-1 inh – PME-1 (human) inhibition. recombinant PME-1, FP-Rh probe fluorescence polarization. inhibition, % at 5.9 µM. 320,000 compounds, 0.53% hits;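 active = inhibition above the campaign mean of all compounds plus 3 SD, cut at about 26% in these data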;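 also: competitive labeling of PME-1 active site by serine hydrolase directed probe; 0% = PME-1 with DMSO and 100% = wells lacking PME-1 enzyme; inhibitors block probe labeling so polarization falls and inhibition rises; many of its hits are not listed in these tables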
# pPAFAH inh – pPAFAH (human) enzyme inhibition; AID 463082; inhibition, % at 3.39 µM; 330,000 compounds, 1.5% hits; Q13093; recombinant pPAFAH, FP-rhodamine probe fluorescence polarization;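 active = inhibition above the mean inhibition across the screen plus 3 SD, cut at about 25% in these data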;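 also: inhibitors block binding of the rhodamine activity-based probe so polarization drops; 0% = enzyme with DMSO and 100% = wells lacking pPAFAH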
# BCLXL inh – Bcl-xL (human) inhibition; Q07817; GST-Bcl-xL / FITC-Bim BH3 peptide fluorescence polarization; inhibition, % at 10.9 µM; 320,000 compounds, 0.7% hits;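 active = inhibition above the mean of all tested compounds plus 3 SD, cutoff set per campaign, cut at about 30% in these data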;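 also: 0% = DMSO wells and 100% = unlabeled Bim-BH3 peptide competitor; inhibitors lower millipolarization by displacing the labeled peptide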
# Fam108B inh – counter-screen for RBBP9 inhibitors: inhibitors of mouse Fam108B; recombinant Fam108B, FP-Rh probe fluorescence polarization; inhibition, % at 9.51 µM; 300,000 compounds, 0.33% hits;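 active = inhibition above the screen mean inhibition plus 3 SD, computed separately per campaign, cut at about 18% in these data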;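 also: inhibitors lower polarization as less probe binds the enzyme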
# An asterisk follows results filed as active; . = not tested or not shown. An excerpt; rates above refer to the full screens.
SMILES,PAFAH1B2 FP inh,AHR act,GLD-1 TGE inh,MEX-5 binding,MCL1 BIM primary,PME-1 inh,pPAFAH inh,BCLXL inh,Fam108B inh
COCCN1C(=O)N[C@@H](CCc2ccccc2)[C@H](C(=O)OC)[C@H]1C,1,5,1,4.4,6,-4,-1,4,3
O=C(N[C@@H](Cc1ccccc1)C(=O)OCc1ccccc1)c1nc[nH]c1C(=O)N1CCN(c2ccccc2)CC1,3,2,2,4.8,-10,10,2,-1,-4
COc1ccc(C(=O)NCC(=O)NCC(c2ccco2)N(C)C)cc1OC (stereo not given),3,3,6,-3.1,22,-9,2,15,5
O=C(Nc1ccc(N2CCCC2)cc1)c1ccccc1F,0,7,-1,-1.1,5,5,8,5,5
C=CCc1ccc(OCCCCNC2CCCC2)c(OC)c1,2,6,-3,-0.5,0,-3,0,-3,1
O=C(CSc1nnnn1-c1ccc(O)cc1)c1ccc(F)cc1,.,1,5,1.6,-5,-3,1,1,0
CCOC(=O)c1c(C)sc(Sc2ccc(Cl)cc2[N+](=O)[O-])c1OC,-1,0,4,-1.6,4,5,2,5,5
Cc1cccn2cc(-c3cccc(S(=O)(=O)N4CC(C)OC(C)C4)c3)nc12 (stereo not given),3,22,-1,-2.0,0,1,2,4,-3
CCC1CCCCN1S(=O)(=O)c1ccc(NC(=O)C2CCN(C(=O)c3ccco3)CC2)cc1 (stereo not given),-1,-3,5,-1.9,6,1,-2,3,-3
CC(=O)COc1cc(C)cc2oc(=O)c(C)c(C)c12,4,-1,-7,2.6,5,0,1,4,7
N#CCC(=O)Nc1ccc(C(=O)NCCc2c[nH]c3ccccc23)cc1,6,9,-3,-0.6,3,13,14,-2,7
COc1ccc(SCCC(=O)NCc2ccncc2)cc1,4,0,9,1.2,4,5,7,7,-1
Cc1ccc(OCc2nc(C#N)c(NCCCn3ccnc3)o2)cc1,0,15,0,2.5,4,4,1,2,-2
c1ccc2c(c1)NC1(CCCC1)n1c-2nc2ccccc21,3,33,-4,2.3,1,2,-1,5,3
COc1ccc(CNC(=O)CN(c2ccc(OC)cc2)S(=O)(=O)c2c(C)nn(C)c2C)cc1,-3,-3,0,0.0,3,4,3,11,-3
Cc1nc(NC2=NCN(CCCN3CCOCC3)CN2)nc2c(C)cccc12,-1,125*,-6,.,3,-8,0,1,2
CCCc1nc2c(c(=O)c3ccccc3n2C)c(=O)n1C1CCCCCC1,0,-3,-1,1.5,-8,-7,2,6,3
Cc1ccc(Nc2nc(C)cc(C)c2C(N)=O)c(C)c1,2,16,-5,-0.3,4,-1,9,-2,2
COCCN(Cc1nc(C(c2ccccc2)c2ccccc2)no1)C(C)C,4,4,9,0.2,-3,-2,1,5,-3
CCOc1ccc(NC(=O)CCSc2ccc3ccccc3n2)cc1,4,3,-3,3.4,-1,-4,0,7,-4

# A few values from the results shown.
# COCCN(Cc1nc(C(c2ccccc2)c2ccccc2)no1)C(C)C in Fam108B inh reads -3
# CCOc1ccc(NC(=O)CCSc2ccc3ccccc3n2)cc1 in BCLXL inh reads 7

# (listing goes on)
SMILES,PAFAH1B2 FP inh,AHR act,GLD-1 TGE inh,MEX-5 binding,MCL1 BIM primary,PME-1 inh,pPAFAH inh,BCLXL inh,Fam108B inh
CCn1c(SCC(=O)C(C)(C)C)nnc1-c1cnccn1,2,6,6,2.6,-11,-1,-2,-6,0
CCC1(c2ccccc2)NC(=O)N(CC(=O)N(c2ccccc2)C2CCS(=O)(=O)C2)C1=O (stereo not given),4,-1,2,.,.,.,6,.,.
COc1ccc(/C=N/Nc2nc(Nc3ccccc3)nc(N3CCCCC3)n2)cc1OC,7,14,-2,1.5,6,8,7,3,0
CN1CCN(c2ccc(NC(=S)NC(=O)c3cccc4c(Br)cccc34)cc2)CC1,6,19,0,-0.4,-1,5,5,0,0
O=C(O)COc1ccc(/C=C/C(=O)c2ccc(C3CCCCC3)cc2)cc1,6,0,-1,-0.6,2,-5,21,5,-15
O=C(Cc1ccccc1)Nc1cccc([N+](=O)[O-])c1,0,4,6,1.1,-7,-1,4,-4,0
CC(=NNC(=O)c1cccc(S(=O)(=O)N2CCCC2)c1)c1ccccc1,0,1,6,.,.,.,0,.,.
CCOC(=O)NC1(C(F)(F)F)NC(=O)N(Cc2ccco2)C1=O (stereo not given),4,-1,3,1.9,-2,-5,0,-2,-4
COc1ccc(C(=O)Nc2cccc([N+](=O)[O-])c2)cc1Br,-8,-15,-7,-0.1,-5,-4,7,1,-4
CC1CCCC(NC(=O)C2CCN(S(=O)(=O)N3CCOCC3)CC2)C1C (stereo not given),-1,-1,7,1.0,1,0,-3,2,5
COc1ccc(C(=O)NCC23C=CC(O2)C2C(=O)N(Cc4ccccc4)C(=O)C23)cc1 (stereo not given),14,2,2,2.1,11,7,4,6,-1
O=C(NCCCN1CCOCC1)c1cc2c(s1)CSC2,-2,0,0,-2.1,5,5,6,2,3
COc1ccc2c(CSc3nc4nc(C)cc(C)n4n3)cc(=O)oc2c1,0,8,0,-1.2,0,0,1,1,-1
COc1cc2c(-c3ccc4[nH]ccc4c3)c(-c3ccc(C#N)cc3)oc(=O)c2cc1OC,-8,11,-4,.,4,-8,0,-1,.
Nc1ccc(C(=O)N/N=C/c2ccc(N3CCOCC3)s2)cc1,6,2,-13,.,.,.,9,.,.
COc1ccc(C2=NN(c3nc4ccccc4s3)C(=O)C2)cc1,4,12,-3,2.7,5,-9,11,-1,7
O=S(=O)(Nc1cccc(-c2ccc(N3CCCCCC3)nn2)c1)c1ccccc1F,9,8,1,-2.4,-7,4,11,-2,2
CCCn1c(=O)c(C(=O)OCC)c(O)c2cc(Br)ccc21,9,7,2,2.1,-3,0,1,2,-3
COc1cc(OC)cc(C(=O)NCC(=O)N2CCN(c3ccc(O)cc3)CC2)c1,3,1,2,-1.2,9,-6,-2,11,1
COc1ccccc1C(=O)NC(=S)Nc1ccccc1N1CCCCC1,1,76*,11,1.6,1,-10,5,1,-3
COc1ccc(NC(=O)COC(=O)Cn2nnc3ccccc32)cc1,2,0,4,0.1,-2,1,1,1,2
O=C(O)COc1ccc(Br)cc1/C=C1/SC(=O)N(CC(=O)N2CCCC2)C1=O,-2,13,5,-0.1,13,-6,3,7,0
CN(C)C(=O)c1ccc(NC(=O)COC(=O)C2=COCCO2)cc1,5,3,3,4.1,-12,-2,-2,-4,-3
Cc1ccc2c(c1)N(S(=O)(=O)c1ccc(F)cc1)C(C(C)(C)C)CO2 (stereo not given),1,-1,2,.,14,-2,6,0,-2
O=C(CCN1C(=O)c2ccccc2C1=O)Nc1ccc2c(c1)OCCO2,3,-7,-8,-3.6,5,-1,5,3,6
COc1ccc(-c2c(-c3ccccc3OC)sc3ccccc23)cc1C=O,0,27,5,.,0,-2,4,-5,.
COc1cc2c(cc1OC)CN(CC(=O)Nc1ccc(F)cc1F)CC2,9,1,-3,-0.5,2,5,0,8,6
CC1CCCC(NC(=O)COC(=O)c2cc(S(=O)(=O)N3CCOCC3)ccc2F)C1C (stereo not given),-2,0,-2,.,4,-1,1,1,.
COc1cccc(-c2ocnc2C(=O)Nc2ccc(N3CCOCC3)cc2N2CCOCC2)c1,5,-1,-1,0.6,4,-1,4,7,-1
Cc1cc(OCc2cc(C(=O)N3CCN(C)C(=O)[C@@H]3C)no2)cc(C)c1Cl,5,-4,0,-0.4,-2,0,9,3,0
CC(C)Oc1ccc(CNC(=O)CC(c2ccccc2)c2cc(Cl)ccc2O)cc1 (stereo not given),-7,-1,2,-3.2,4,-15,3,1,-12
Cc1ccc2nc(N(CCCN(C)C)C(=O)c3ccc(Br)s3)sc2c1,4,-4,7,0.0,7,2,9,5,2
O=S(=O)([N-]c1nc2ccccc2nc1-[n+]1ccccc1)c1ccc(Cl)cc1,-1,5,3,-1.6,10,1,-10,10,6
COCc1cc(C)n(CC(=O)NCc2ccccc2)c(=O)c1C#N,0,-1,-1,-0.3,3,-2,3,5,-2
CCOc1ccc(C(C)=O)cc1COC(=O)c1cnc(Cl)c(Cl)c1,3,-2,-4,-1.5,-1,-4,4,-1,-3
COc1ccc(NS(=O)(=O)c2cccc3nonc23)c(OC)c1,1,0,0,0.9,-1,1,6,2,4
COCCn1c(=S)[nH]c2sc3c(c2c1=O)CCCC3,6,11,1,0.6,0,-8,0,0,2
c1ccc(-n2nnc3cnccc32)cc1,3,0,3,-0.6,7,-3,1,7,0
COc1ccccc1N(CC(=O)NC(C)(C)C)C(=O)C1CSC(=O)C1 (stereo not given),-3,0,-1,0.1,3,-1,1,0,1
Cc1cc(C)c(OCC(=O)Nc2ccc(S(=O)(=O)N3CCCC3)cc2)c(C)c1,1,-3,8,1.7,-7,4,7,-6,1
NC(=O)c1cc([N+](=O)[O-])ccc1NCc1cccc2ccccc12,8,26,3,.,2,12,10,2,-3
N#CCc1nc2ccccc2c(=O)[nH]1,2,2,-8,-0.7,-1,-7,3,1,-1
COc1ccc(S(=O)(=O)NC(N)=NCCc2ccccc2OC)cc1,4,-1,-2,-3.0,14,2,8,1,5
c1ccc(OCCCc2nc(-c3ccncc3)no2)cc1,4,-6,2,1.2,3,-3,0,3,-2
CCn1c(-c2cc(Br)ccc2O)n[nH]c1=S,-3,-1,8,-3.8,-19,-4,4,-11,-1
CCOC(=O)/C(C#N)=N\Nc1cc(Cl)ccc1OC,0,0,-1,-8.1,3,1,4,1,-1
C1=C(CCNCC2CC2)CCCC1,5,0,2,3.2,-5,2,-1,4,4
S=C(Nc1cccc(Cl)c1)N1CCOCC1,-2,4,4,0.7,10,8,-2,9,-6
CN(CCc1ccccc1)C1CCCN(S(=O)(=O)CC(F)(F)F)C1 (stereo not given),7,1,-2,1.1,0,2,4,6,4
Cc1ccc(SCC(=O)OCn2nnc3ccccc3c2=O)cc1C,6,-1,-6,-0.8,-7,0,30*,1,-4
# The list continues.
SMILES,PAFAH1B2 FP inh,AHR act,GLD-1 TGE inh,MEX-5 binding,MCL1 BIM primary,PME-1 inh,pPAFAH inh,BCLXL inh,Fam108B inh
S=c1[nH]nc(Cc2noc3ccccc23)n1-c1ccccc1,6,-2,-8,1.0,-3,-3,1,-10,1
CC(C)CN1C(=O)c2ccc(NC(=O)c3ccccc3F)cc2C1=O,3,-7,5,-3.2,10,-4,3,4,-2
CCC(C)(C)NC(=O)C(c1cccc(OC)c1OC)N(CCOC)C(=O)CCC(=O)Nc1cc(C)on1 (stereo not given),4,1,4,1.1,2,4,2,-3,-1
O=C(C1CC(=O)N(c2ccc(Cl)cc2)C1)N1CCN(Cc2ccc3c(c2)OCO3)CC1 (stereo not given),-5,-2,10,0.1,-8,-6,3,-7,1
CCOC(=O)c1sc(N2C(=O)C(O)=C(C(=O)c3ccco3)C2c2ccco2)nc1C (stereo not given),1,0,-8,-3.3,5,-7,0,5,2
O=C(NCCc1cccs1)c1ccc(Cl)cc1,2,-6,5,2.1,2,-3,1,0,-1
O=C(CSc1ncn[nH]1)Nc1cccc2ccccc12,0,9,-7,3.2,9,-1,-4,4,13
NC(=O)c1cccn(Cc2ccc(C(F)(F)F)cc2)c1=O,.,-1,3,-4.5,-3,-2,0,0,-1
CCc1ccc2c(c1)c(N=NC1=NC(=O)CS1)c(O)n2C,10,19,2,-6.1,-1,7,8,-1,7
C=CCn1c(SCC(=O)Nc2ccccc2OC)nnc1-c1ccccn1,0,-3,5,2.1,4,-8,-1,5,-7
CN(C)C(=O)c1ccc(-c2cc(C(F)(F)F)nn2C)s1,.,-4,1,-1.1,-2,-1,-1,-8,-5
